Assay outcomes as filed in PubChem.
KCNK3 block – human KCNK3 channel inhibition, primary screen | actives 0.84% (n = 340,000) | O14649 | CHO-KCNK3 thallium flux, FluxOR fluorescence; stronger effect = lower value | B-score at 10 µM | AID 602410;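 active = B-score under library mean minus 4 SD, starting fluorescence ratio at most library mean plus 5 SD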;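 note: more negative B-score means stronger inhibition of thallium flux through KCNK3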
Target sequence (O14649 whole entry, looked up): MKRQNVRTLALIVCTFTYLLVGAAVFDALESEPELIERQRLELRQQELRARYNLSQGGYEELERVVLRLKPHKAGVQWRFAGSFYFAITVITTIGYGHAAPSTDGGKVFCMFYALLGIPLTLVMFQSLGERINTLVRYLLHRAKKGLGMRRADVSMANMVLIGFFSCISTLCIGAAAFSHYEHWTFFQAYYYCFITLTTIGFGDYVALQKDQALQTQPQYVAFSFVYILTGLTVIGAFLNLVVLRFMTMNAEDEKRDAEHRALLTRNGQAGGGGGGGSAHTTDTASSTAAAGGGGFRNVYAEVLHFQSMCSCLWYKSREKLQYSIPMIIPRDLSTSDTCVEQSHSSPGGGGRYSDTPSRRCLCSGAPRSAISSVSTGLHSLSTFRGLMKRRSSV
TRPC4 act – TRPC4 (mouse) channel activation; HEK293 TRPC4beta/mu-opioid, Fluo4 calcium fluorescence; stronger effect = higher value; B-score at 10 µM; actives 0.49% (n = 310,000); AID 2237;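 active = B-score above 5 SD of library B-scores, and initial fluorescence ratio not above library mean plus 5 SD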;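 note: positive B-score marks a calcium rise read as TRPC4 activation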
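Assay system: HEK293 cells stably co-expressing mouse TRPC4beta and mu-opioid receptor / Timing: Fluo4 dye loading 45 min at room temperature, 110 s recording / Signal: Fluo4 calcium-sensitive dye fluorescence, kinetic, 1 Hz baseline / Read-out: integrated baseline-normalised fluorescence ratio, converted to per-well B score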
TRPC4 potent – allosterically enhances the mouse TRPC4 cation channel. HEK293 TRPC4beta/mu-opioid, DAMGO EC20, Fluo-4 Ca2+ flux; stronger effect = higher value. B-score at 10 µM. actives 0.42% (n = 310,000). Q9QUQ5;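 active = B-score of calcium response area above 5 SD of library B-scores, with initial fluorescence ratio within 5 SD of library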;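 note: B-score of integrated fluorescence ratio over time as area under calcium response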
hERG rescue – shields human hERG channel from block by proarrhythmic agents; Q12809; activation (rescue from dofetilide block), less the hit threshold, % at 10 µM; actives 0.51% (n = 310,000); CHO-hERG, FluxOR thallium flux, dofetilide IC70 present;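 active = activation above the mean of controls blocked by dofetilide plus 5 SD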;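 note: thallium influx through hERG after potassium depolarization seen as dye fluorescence rise; in these data hits start at about 4.7%; inactives centre near -7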
KCNK9 inh – human KCNK9 channel inhibition | Q9NPC2 | actives 1.2% (n = 310,000) | AID 488922 | HEK293 KCNK9, FluxOR thallium flux fluorescence; stronger effect = lower value | B-score at 10 µM;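 active = ratio B-score over 3 SD below the library mean, with starting fluorescence within 5 SD of its mean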;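 note: negative B-score means less thallium flux so channel inhibition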
Target sequence (Q9NPC2 whole entry, looked up): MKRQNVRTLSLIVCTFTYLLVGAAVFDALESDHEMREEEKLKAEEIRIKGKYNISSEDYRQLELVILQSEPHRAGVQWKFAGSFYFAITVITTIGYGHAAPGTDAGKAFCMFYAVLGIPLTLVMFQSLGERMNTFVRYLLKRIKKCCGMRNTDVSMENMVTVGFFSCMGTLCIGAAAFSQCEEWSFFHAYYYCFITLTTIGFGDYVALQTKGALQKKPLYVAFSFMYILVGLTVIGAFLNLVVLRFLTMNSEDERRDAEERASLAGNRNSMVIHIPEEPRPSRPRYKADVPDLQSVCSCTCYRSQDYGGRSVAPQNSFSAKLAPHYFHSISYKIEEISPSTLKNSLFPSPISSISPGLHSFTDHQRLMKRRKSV
TMEM16A act – mouse TMEM16A channel activation, primary screen; B-score at 10 µM; actives 0.3% (n = 340,000); AID 623877; Q8BHY3; HEK293 TMEM16A/YFP-H148Q/I152L, iodide quench fluorescence; stronger effect = lower value;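 active = fluorescence-ratio B-score plate-corrected deviation score at least 3 library SD below zero, with starting fluorescence score within 5 deviations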;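 note: channel opened by trigger with iodide after compound preincubation; score built on the fluorescence ratio of max minus min over baseline; more negative score means more quench and so TMEM16A activation or potentiation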
KCNQ1 act – potentiators or activators of human KCNQ1 potassium channel; CHO-K1 KCNQ1, thallium flux FluxOR fluorescence; stronger effect = higher value; B-score at 10 µM; actives 0.35% (n = 310,000); AID 2648;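 active = fluorescence ratio B-score, a plate-corrected score, at least three library SD, with initial intensity B-score within 5 SD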
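Assay system: CHO-K1 cells stably expressing KCNQ1. Medium: assay buffer for compound exposure, DMSO matched across wells. Timing: 37 °C overnight plating, 90-min dark dye load, 20-min compound pretreatment. Signal: kinetic FluxOR fluorescence, 10 s baseline plus 110 s post-stimulus.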
TMEM16A inh – blocks the mouse calcium-activated chloride channel TMEM16A. HEK293 TMEM16A/YFP iodide influx fluorescence, ionomycin. actives 1.2% (n = 310,000). Q8BHY3. normalized B-score (activity score, 25-100; higher = stronger inhibition) at 10 µM;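 active = ratio plate-corrected score three or more library SD toward inhibition, starting fluorescence score within five deviations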;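 note: score derived from kinetic fluorescence span divided by baseline fluorescence per well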
Dyrk1A ADPGlo – inhibitors of rat Dyrk1A kinase | AID 504441 | ADP-Glo luminescence, NFATc1 peptide | Q63470 | inhibition, % at 12.5 µM | actives 0.43% (n = 310,000); in the data active = inhibition above about 50%;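 note: plate controls were vehicle with enzyme for no effect and no enzyme for full effect; many of its hits are not listed in these tables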
HDAC3 inh – human HDAC3 inhibition; recombinant HDAC3, fluorogenic peptide/trypsin coupled, fluorescence; inhibition, % at 8.3 µM; actives 0.15% (n = 320,000); O15379; AID 2718; in the data active = inhibition above about 26%, passing the limit was not always enough; inconclusive = no clear call, values can overlap the other calls
KCNQ1 inh – inhibitors of human KCNQ1 potassium channel; P51787; CHO-K1 KCNQ1, FluxOR thallium flux fluorescence; stronger effect = higher value; B-score at 10 µM; actives 1.3% (n = 310,000); AID 2642;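 active = compounds whose thallium flux B-score, printed positive for inhibition, exceeds three library SD while starting fluorescence stays within three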;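 note: channel opened by potassium depolarization with thallium stimulus after 20 min compound exposure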
Starred values were filed as active, the others as inactive; i = inactive; ? = inconclusive; nt = no result given; & = joins results of further samples.

SMILES	KCNK3 block	TRPC4 act	TRPC4 potent	hERG rescue	KCNK9 inh	TMEM16A act	KCNQ1 act	TMEM16A inh	Dyrk1A ADPGlo	HDAC3 inh	KCNQ1 inh
CC(NC(=O)CN1CCN(Cc2cccc(F)c2)CC1)c1ccccc1 (configuration not stated)	i	i	i	-10.0	i	i	i	i	-5.2	-16.1	i
Fc1cccc(Cl)c1-c1nnc2ccc(C(F)(F)F)cn12	i	i	i	-19.3	i	i	i	i	0.2	2.6	i
Cc1cc(N/N=C/c2ccccc2)nc(NCc2ccccc2)n1	i	i	i	-3.6	i	i	i	i	0.7	12.3	i
Fc1ccc(-c2ccc(CNCc3ccccn3)o2)cc1Cl	i	i	i	-10.5	i	i	i	i	10.1	-2.7	i
Cc1ccc(-c2nc3ccccc3c(=O)o2)cc1	i	i	i	-10.6	i	i	i	i	-0.3	14.0	i
COc1cccc(CNC(=O)Cc2csc(NC(=O)Nc3ccccc3OC)n2)c1	i	i	i	-15.2	i	i	i	i	-1.1	9.6	i
C/C(=N/NC(=O)c1ccc(Cl)cc1Cl)c1cccnc1	i	i	i	-2.0	i	i	i	i	7.5	-10.6	i
COc1ccc(N2C(=O)CC(N3CCN(c4cccc(Cl)c4)CC3)C2=O)cc1 (configuration not stated)	i	i	i	-3.7	i	i	i	i	nt	5.1	i
CCCCCCCCCCNC(=O)C(=O)Nc1ccccn1	i	i	i	-4.0	i	i	i	i	0.7	0.0	i
Cc1cccc(C)c1NS(=O)(=O)c1cc2c3c(c1)CC(=O)N3CCC2	i	i	i	-5.6	i	i	i	i	-4.3	7.5	i
COCC(C)n1c(SCC(=O)N(C)C2CCS(=O)(=O)C2)nc2ccccc2c1=O (configuration not stated)	i	i	i	-1.8	i	i	i	i	nt	0.4	i
COc1ccc(C(CC(=O)O)NC(=O)c2cc3cc(Br)ccc3oc2=O)cc1OC (configuration not stated)	i	i	i	-5.4	i	i	i	i	-0.7	-0.6	i
CS(=O)(=O)N(CC(=O)N1CCOCC1)c1ccc2c(c1)OCO2	i	i	i	-0.7	i	i	i	i	-6.5	2.5	i
CCn1cc(/C=C(\NC(=O)c2ccccc2Cl)C(=O)N2CCN(C)CC2)c2ccccc21	i	i	i	-9.5	i	i	i	nt	2.2	nt	i
COc1ccc(-c2nnc(N(C)C(=O)C3CCCO3)s2)cc1 (configuration not stated)	i	i	i	-5.4	i	i	i	i	1.5	3.9	i
O=C(O)CSc1nc2c(c(C(F)(F)F)n1)CCCC2	i	i	i	-6.2&-3.4	i	i	i	i	-0.1&-2.8	6.9&0.5	i
COc1ccc(CCC(C)N2CCC(CO)(Cc3ccccc3)CC2)cc1 (configuration not stated)	i	i	i	-8.3	i	i	i	i	3.4	-1.0	i
C/C(Cc1ccccc1)=N/NC(=O)CNC(=O)C(c1ccccc1)c1ccccc1	i	i	i	-4.6	i	i	i	i	1.0	?	i
O=C(CSc1ncnc2[nH]ncc12)Nc1nc(-c2ccc(F)c(F)c2)cs1	i	i	i	-37.3	i	i	i	i	1.7	1.7	i
Cc1cc(C)n2nc(SCN3C(=O)c4ccccc4C3=O)nc2n1	i	i	i	-8.7	i	i	i	i	1.5	10.5	i
CCOC(=O)c1ccc2c(c1)nc(SCC(=O)c1ccco1)n2CC	i	i	i	-7.0	i	i	i	i	1.8	6.2	i
COc1ccc(NCc2ccc3c(c2)OCO3)cc1Cl	i	i	i	-12.9	i	i	i	i	-3.1	-7.2	i
CN(C)c1oc(-c2ccccc2Cl)nc1S(=O)(=O)c1ccccc1	-9.34*	i	i	-8.2	i	i	i	i	1.2	-12.9	i
Cc1ccc(N2CC(C(=O)OCc3nc(N)nc(Nc4ccccc4C)n3)CC2=O)cc1 (configuration not stated)	i	i	i	-14.7	i	i	i	i	4.7	-4.2	i
O=C(c1ccc(Cl)cc1)c1oc2ccccc2c1CS(=O)(=O)c1ccccc1	i	i	i	-9.8	i	i	i	i	-12.8	-5.9	i
Next part:
SMILES	KCNK3 block	TRPC4 act	TRPC4 potent	hERG rescue	KCNK9 inh	TMEM16A act	KCNQ1 act	TMEM16A inh	Dyrk1A ADPGlo	HDAC3 inh	KCNQ1 inh
CC(=O)c1cccc(NC(=O)COC(=O)C2=COCCO2)c1	i	i	i	-5.8	i	i	i	i	1.4	2.3	i
CCOC(=O)CSc1nc2cc(C)ccc2cc1C#N	i	i	i	-5.5	i	i	i	i	0.7	11.5	i
O=C(Cn1cnc(S(=O)(=O)N2CCCCC2)c1)NCc1ccco1	i	i	i	-9.7	i	i	i	i	-5.2	nt	i
COc1cc(SC)ccc1C(=O)N(C)Cc1ccccc1	i	i	i	-8.9	i	i	i	i	7.5	7.8	i
Cc1sc2ncn(CC(=O)NCCCC(=O)N(C)Cc3ccccc3)c(=O)c2c1C	i	i	i	-6.2	i	i	i	i	-4.8	3.2	i
CCCC(=O)NC(c1ccc(N(C)C)cc1)c1ccc2cccnc2c1O (configuration not stated)	i	i	i	-7.6	i	i	i	i	13.5	2.2	i
CSc1nc(Cl)cc(N(CCO)CCO)n1	i	i	i	-10.4	i	i	i	i	0.4	-0.1	i
CNC(=O)c1[nH]cnc1C(=O)Nc1cccc(OC)c1	i	i	i	-12.3	i	i	i	i	3.6	-1.3	i
CCOC(=O)C1CCCN(C2CC(=O)N(c3ccccc3)C2=O)C1 (configuration not stated)	i	i	i	-4.5	i	i	i	i	-1.8	1.8	i
CC(C)CNC(=O)c1cccc2c1-c1ccccc1C2=O	i	i	i	-0.5	i	i	i	i	0.9	0.0	i
Cc1ccc(-c2ccc(/C=N/NC(=O)CN3CCCC3)o2)cc1Cl	i	i	i	-12.7	i	i	i	i	5.0	-0.4	i
Oc1ccc(/C=N/NC(=S)Nc2cccnc2)cc1O	i	i	i	-11.5	i	i	i	i	10.6	10.8	i
c1cc(Nc2ncnc3sccc23)cc(-c2nnc3n2CCCCC3)c1	i	i	i	-8.2	i	i	i	i	20.0	9.1	i
COc1ccccc1N1CCN(CC(=O)N2N=CCC2c2ccccc2)CC1 (configuration not stated)	i	i	i	-4.4	i	i	i	i	-3.0	-1.7	i
O=C(CC1C(=O)NCCN1Cc1ccc(-c2ccccc2)cc1)NCCCn1cccn1 (configuration not stated)	i	i	i	-8.6	i	i	i	i	0.5	-4.7	i
COc1ccc(Cl)cc1NC(=S)Nc1ccc(Cl)cn1	i	i	i	-0.2	i	i	i	i	3.7	1.1	i
Cc1ccc(C(=O)Nc2ccon2)cc1S(=O)(=O)N1CCCC1	i	i	i	-5.8	i	i	i	i	2.1	6.1	i
Cc1ccc(NS(=O)(=O)c2cc(C(=O)NCCSC3CCCCC3)ccc2C)cc1	i	i	i	-6.3	i	i	i	i	7.0	3.1	i
Cn1nnnc1SCC(=O)N1c2ccccc2Sc2ccccc21	i	i	i	-3.3	i	i	i	i	10.8	4.3	i
O=c1c2[nH]c3ccccc3c2ncn1CCN1CCNCC1	i	i	i	-7.2	i	i	i	i	7.0	-0.4	i
CCN(CC)CCNC(=O)c1ccc(NC(=O)c2cccc(S(=O)(=O)N3c4ccccc4CC3C)c2)cc1 (configuration not stated)	i	i	i	-9.9	i	i	i	i	-1.3	5.8	i
COc1ccc(N)cc1-n1c(C)ccc1C	i	i	i	-4.4	i	i	i	i	13.8	-4.9	i
COc1cccc(CNC(=O)c2cccs2)c1	i	i	i	-6.6	i	i	i	i	0.6	9.6	i
CC(C)OC(=O)c1cc(NC(=O)C2C3CCC(O3)C2C(=O)O)cc(C(=O)OC(C)C)c1 (configuration not stated)	i	i	i	-4.0	i	i	i	i	3.4	-0.9	i
COc1ccc(C)cc1-n1nnnc1SCC1CCCCO1 (configuration not stated)	i	i	i	-2.8	i	i	i	i	-0.5	2.3	i
The listing continues:
SMILES	KCNK3 block	TRPC4 act	TRPC4 potent	hERG rescue	KCNK9 inh	TMEM16A act	KCNQ1 act	TMEM16A inh	Dyrk1A ADPGlo	HDAC3 inh	KCNQ1 inh
O=C(O)CCC(=O)OCC1CCCO1 (configuration not stated)	i	i	i	-15.6	i	i	i	i	4.1	0.8	i
O=C1CCCCCN1C(=O)c1cccc(C(=O)N2CCCCCC2=O)c1	i	i	i	-4.1	i	i	i	i	8.0	4.0	i
CC(C)C(NS(=O)(=O)c1ccc2c(c1)OCCCO2)C(=O)O (configuration not stated)	i	i	i	-12.4	i	i	i	i	2.6	-5.8	i
COc1ccccc1NC(=O)NC1(C(=O)N2CCCCCC2)CCCCC1	i	i	i	-6.0	i	i	i	i	-1.7	-2.2	i
O=C1C2C3C=CC(C3)C2C(=O)N1/N=C/c1ccc(-c2ccccc2[N+](=O)[O-])o1 (configuration not stated)	i	i	i	-4.0	i	i	i	i	14.6	1.0	i
Cc1ccc(NS(=O)(=O)c2cn(C)cn2)cc1	i	i	i	-8.4	i	i	i	i	5.2	-0.9	i
CCNc1nc(NCC)nc(C(=O)NN)n1	i	i	i	-6.8	i	i	i	i	21.9	4.6	i
Cc1ccc(Oc2c(C(N)=O)cc([N+](=O)[O-])cc2[N+](=O)[O-])cc1	i	i	i	-15.1	i	i	i	i	-1.0	-1.2	6*
CCN(CC)CCCCNc1ncc2cc(-c3cc(OC)cc(OC)c3)c(NC(=O)NC(C)(C)C)nc2n1	i	i	i	-9.6	i	i	i	i	2.0	-3.6	i
COc1ccc(-c2nnc(SCC(=O)NCC3CCCO3)n2C)cc1 (configuration not stated)	i	i	i	-8.3	i	i	i	i	-3.3	-1.6	i
CSc1ccccc1NC(=O)CN(C)C(=O)Cn1c(=O)oc2ccccc21	i	i	i	-15.2	i	i	i	i	0.7	3.4	i
Cc1ccc[n+](C2C(c3ccc([N+](=O)[O-])cc3)C(C#N)=C([S-])NC2(O)C2CC2)c1 (configuration not stated)	i	i	i	-8.6	i	i	i	i	1.8	0.2	i
CSc1ccc(CNc2nnnn2C)cc1	i	i	i	-14.9	i	i	i	i	nt	-3.2	i
COc1ccc(-c2ccc3ccccc3n2)cc1	i	i	i	-4.2	i	i	i	i	nt	-31.1	i
Cc1ccc(C)c(N2CCN(C(=S)Nc3ccc4nc(N5CCOCC5)cc(C)c4c3)CC2)c1	i	i	i	-13.6	i	i	i	i	4.4	nt	i
Cc1cc(C)c2c(N)c(C(=O)N3CCN(c4ncccn4)CC3)sc2n1	i	i	i	-6.4	i	i	i	i	-10.2	10.5	i
CCCn1c(-c2ccc(OC)cc2)nc2nc3ccccc3nc21	i	i	i	-7.8	i	i	i	i	1.2	-0.9	i
COc1ccc(S(=O)(=O)N2Cc3ccccc3CC2C(=O)Nc2nccs2)cc1OC (configuration not stated)	i	i	i	-8.4	i	i	i	i	-3.6	-2.0	i

Some of the compounds tested; rates above refer to the full screens.
